# Screens from PubChem BioAssay.
# GLP-1R agonist: qHTS of GLP-1 Receptor Agonists; Potency, µM (series often up to 45.6 µM), for the others: at the highest dose activation, most hits filed as activators; HEK293 GLP-1R CRE-luciferase, luminescence, 4-6 h; cells express a hypersensitive GLP-1R form; 380,000 compounds, 0.007% hits; further: % of control where 0% means no effect
# Target sequence (P43220 whole entry, looked up): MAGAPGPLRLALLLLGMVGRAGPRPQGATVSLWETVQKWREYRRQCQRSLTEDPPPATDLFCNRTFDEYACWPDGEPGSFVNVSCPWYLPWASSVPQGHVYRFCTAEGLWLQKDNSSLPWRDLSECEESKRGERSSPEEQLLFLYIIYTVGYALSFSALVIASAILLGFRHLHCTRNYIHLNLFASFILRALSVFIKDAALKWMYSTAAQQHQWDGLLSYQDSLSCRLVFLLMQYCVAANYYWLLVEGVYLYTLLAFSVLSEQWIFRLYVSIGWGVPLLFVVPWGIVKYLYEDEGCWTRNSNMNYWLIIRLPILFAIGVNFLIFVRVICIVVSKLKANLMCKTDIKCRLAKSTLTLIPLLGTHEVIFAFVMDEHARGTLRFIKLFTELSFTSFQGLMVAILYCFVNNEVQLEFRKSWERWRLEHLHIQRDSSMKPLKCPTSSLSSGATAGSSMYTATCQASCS
# HT1080-NT tox: qHTS for induction of synthetic lethality in tumor cells producing 2HG: qHTS for the HT-1080-NT fibrosarcoma cell line. 360,000 compounds, 1.6% hits. AID 686970, 2013. Potency, µM (top dose mostly 46.1 µM), inactives show at the top dose activity, negative = less viability, usual class: cytotoxic. HT-1080-NT fibrosarcoma viability, CellTiter-Glo ATP luminescence, 48 h;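 further: NT is the 2HG producing partner of a matched IDH1 knockdown line; 0% = DMSO-treated cells and -100% = media-only wells without cells; nearly all actives have a fitted effect of over 55% in size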
#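 A 48-hour cytotoxicity screen used HT-1080-NT cells plated 2 hours before compound delivery. ATP-based CellTiter-Glo luminescence measured viability, normalized to DMSO and no-cell controls.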
# HT1080 IDH1KD tx: qHTS for induction of synthetic lethality in tumor cells producing 2HG: qHTS for the HT-1080-IDH1KD cell line. HT-1080 IDH1 knockdown viability, ATP luminescence, 48 h. Potency, µM (top dose mostly 46.1 µM), for inactives: at the highest dose activity, negative = toxicity, most hits filed as cytotoxic. 360,000 compounds, 2% hits;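 further: 0% = DMSO wells and -100% = cell-free medium wells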
#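 Assay cells: HT-1080 with IDH1 knockdown, 750 per well, RPMI/5% FBS. Exposure: 48 h at 37 °C following 2 h pre-incubation. Read: CellTiter-Glo luminescence; fitted concentration-response, curve class assigned.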
# KB-3-1 cytotox: qHTS assay for MDR1-selective chemotherapeutics: Primary screen using the parental adenocarcinoma cell KB-3-1; 400,000 compounds, 1.4% hits; KB-3-1 viability, CellTiter-Glo ATP luminescence, 72 h; AID 1347075, 2019; Potency, µM (series often up to 46.1 µM), for the others: at the top dose activity change, negative = cytotoxic, hits mostly cytotoxic; further: on the % scale 0 is the no-effect control and ±100 the full control effect; nearly all actives have a fitted effect of over 60% in size
#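 Parental KB-3-1 viability, qHTS format: 72 h compound exposure, 37 °C; CellTiter-Glo; media-only wells and DMSO plates as controls; concentration-effect fits on corrected data.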
# GLP1R inv ag: qHTS of GLP-1 Receptor Inverse Agonists (Inhibition Mode); 410,000 compounds, 1.6% hits; HEK293 GLP-1R CRE-luciferase, luminescence, 24 h; GLP-1R form is constitutively active; AID 624417, 2012; Potency, µM (series often up to 38.3 µM), for the others: top-dose activity change, negative = inhibition, usual class: inhibitors; further: on the % scale 0 is the no-effect control and ±100 the full control effect; nearly all actives have a fitted effect of over 55% in size
#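 Cells are plated, allowed 12 hours at 37 deg C, then treated with compounds for 24 hr before luciferase detection reagent is added and luminescence is read after 12 min at room temperature. The HEK293 line carries constitutively active GLP-1R with a cAMP-responsive reporter.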
# TDP-43 yeast inh: qHTS of TDP-43 Inhibitors; TDP-43 expressing yeast growth rescue, BacTiter-Glo, 24 h; Potency, µM (highest dose often 46.1 µM), for inactives: top-dose growth rescue (activation), hits mostly activators; 410,000 compounds, 1.8% hits; AID 652104, 2013; further: % of control where 0% means no effect; nearly all actives have a fitted effect of over 50% in size
#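 Galactose-induced TDP-43 yeast, OD600=0.02, compound pinned; 24 hr, 30 deg C; BacTiter-Glo luminescence for growth. Inhibitors of TDP-43 toxicity read as activators.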
# KB-V1 cytotox: qHTS assay for MDR1-selective chemotherapeutics: Primary screen using the drug-selected MDR subline cells KB-V1. Potency, µM (series often up to 46.1 µM), for the others: at the top dose activity change, negative = cytotoxicity, most hits filed as cytotoxic. AID 1347076, 2019. KB-V1 MDR cells viability, CellTiter-Glo, 72 h. 400,000 compounds, 3.4% hits; further: on the % scale 0 is the no-effect control and ±100 the full control effect; nearly all actives have a fitted effect of over 60% in size
#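 Compound-treated KB-V1 multidrug-resistant cells, 72 h, 37 degrees C; viability by CellTiter-Glo. Fitted qHTS curves give the values.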
# SW480 rereplic: A quantitative high throughput screen for small molecules that induce DNA re-replication in SW480 colon adenocarcinoma cells. 340,000 compounds, 1.8% hits. SW480 DNA re-replication, Hoechst DNA content imaging, 48 h. Potency, µM (doses to about 46.1 µM), inactives show at the highest dose re-replication activation, hits mostly activators; further: % of control where 0% means no effect; nearly all actives have a fitted effect of over 55% in size
#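 DNA re-replication was detected as more nuclei of elevated Hoechst intensity after 48 hr exposure to compound (23 nL pinned per well of 250 cells).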
# GLP1R cytotox: qHTS of GLP-1 Receptor Inverse Agonists: Cytotox Screen; HEK293 cAMP-luciferase reporter cells, luminescence, 24 h; Potency, µM (doses to about 38.3 µM), inactives show at the top dose activity change, negative = inhibition, hits mostly inhibitors; 410,000 compounds, 0.13% hits; AID 624418, 2012;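 further: loss of luciferase light is scored as toxicity; on the % scale 0 is the no-effect control and ±100 the full control effect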
#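 Quantitative HTS format, 1536 wells, 200 cells/uL seeded. Compounds: 23 nL, 24 h, 37 °C. Detection: luciferase reagent, luminescence at 12 min RT; decreased signal taken as cytotoxic.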
# Active calls of the source: *; u = inconclusive; x = not tested or not shown; & = joins results of further samples; [ ] = dose if it differs, or a comment. The call rests on the fitted dose curve; in most records, active means well fitted curve in the direction sought with a large enough effect; inconclusive means small, poorly fitted or top-dose-only effect, or another doubt; inactive means no such curve, though single readings can be large; an effect the other way counts as inactive or inconclusive. Potency means the concentration at half of the fitted maximal effect.
SMILES,GLP-1R agonist,HT1080-NT tox,HT1080 IDH1KD tx,KB-3-1 cytotox,GLP1R inv ag,TDP-43 yeast inh,KB-V1 cytotox,SW480 rereplic,GLP1R cytotox
NS(=O)(=O)c1ccc(CCNC(=O)CN2CCN(Cc3cccc4ccccc34)CC2)cc1,7%,-1%,-9%,-8%,u,-7%,0%,-12%,-6%
O=C(Nc1ccc(F)c(F)c1)C1CCCN1S(=O)(=O)c1cccc2nsnc12 (stereo not given),x,x,x,-17%,-1%,0%,-21%,x,-14%
COc1ccc(C2C(C(=O)N3CCOCC3)CCC(=O)N2c2cc(OC)c(OC)c(OC)c2)cc1 (stereo not given),-13%,8%,9%,4%,4%,-4%,10%,1%,-3%
COC(=O)[C@]12CCCCC=C1N(CCC1=CCCCC1)C(=O)[C@H](CC(=O)NCc1ccc(OC)c(OC)c1)C2,-2%,1%,-20%,u,u,0%,0%,x,-14%
Cc1ccc(NCc2nnc(SCC(=O)O)n2Cc2ccccc2)cc1Cl,0%,2%,-1%,0%,-17%,-14%,-10%,u,10%
CCOc1ccc(C2NC(=O)CCC2[N+](=O)[O-])cc1 (stereo not given),9%,12%,12%,0%,9%,1%,u,3%,17%
CCOc1ccc2nc(C(C)O)[nH]c2c1 (stereo not given),-6%,16%,-8%,-3%,0%,-20%,3%,2%,-15%
Cn1c(COc2ccccc2)nnc1SCC(=O)Nc1ccc(N2CCOCC2)cc1,8%,8%,2%,7%,35%[activator],-13%,0%,-66%[inhibitor],-10%
COc1ccc(S(=O)(=O)Nc2nc3ccccc3nc2NCc2ccc3c(c2)OCO3)cc1,-9%,5%,10%,-2%,19%,-2%,u,x,-10%
COc1ccc(C(=O)Nc2ccc3nc(C)sc3c2)cc1OC,17%,7%,2%,9%,67%[activator],8%[9.22 µM],u,-12%,11%
Cc1cccc(OCC(=O)Nc2ccc3c(c2)nc(CCN2CCCCC2)n3C)c1,9%,-5%,1%,-4%,u,5%,2%,-12%,u
COc1cccc(Cn2cc(-c3cccc(C(F)(F)F)c3)nn2)c1,8%,21%,9%,1%&-11%,10%,u,u,-12%,-13%
COC(=O)c1ccc2nc(NC(=O)CCS(=O)(=O)c3ccccc3)sc2c1,-4%,-7%,-2%,-25%,7%,-12%,-21%,u,-14%
O=C(Nc1ccc(F)cc1F)c1cc2ccccc2oc1=O,-4%,24%,16%,-1%,20%,14%,9%,-4%,4%
Cc1ccc(C(=O)NC2(C(F)(F)F)C(=O)Nc3c2c(=O)[nH]c(=O)n3CCc2ccccc2)cc1 (stereo not given),-1%,x,x,13%,-8%,11%,u,x,-2%
O=C(O)CC1CCS(=O)(=O)C1 (stereo not given),-1%,21%,12%,4%,0%,-5%,12%,-1%,6%
COc1ccc(OC)c(Nc2nc3ccccc3n3cnnc23)c1,13%,23%,14%,19%,41%[activator],17%,3%,u,-6%
CN1CCc2c(sc(NC(=O)c3ccc(S(=O)(=O)N4CCCCCC4)cc3)c2C(N)=O)C1,-1%,23µM*,21µM*,-29%,36%[activator],-1%,21µM*,17%,-7%
CCOC(=O)c1c(O)cc(C)cc1Nc1ccccc1,16%,-11%,-23%,2%,u,-23%,4%,0%,32%[activator]
COC(=O)CSc1nc(NC(C)(C)C)nc(N(C)C)n1,17%,14%,10%,-6%,2%,29%,-15%,-11%,2%
Cc1ccc(NC(=O)CSc2nc3ccccc3c(=O)n2CCCC(=O)NCCCN2CCOCC2)cc1C,0%,16µM*,u,18%,3%[7.66 µM],3%,-20%,-5%,0%[7.66 µM]
O=C(CCl)Nc1cc2[nH]c(=O)[nH]c2cc1Br,6%,10µM*,6.5µM*,u,u,0%,15µM*,u,u
Cc1nc(-c2ccccc2)sc1-c1ccc(SCC(=O)NCc2ccc(Cl)cc2)nn1,x,x,x,6%,9%,12%,2%,x,8%
CC[C@@]1(c2ccccc2OC)C(=O)N(C(=O)OC)N1C(=O)OC,-6%,-27%,-12%,-10%,2%,15%,9%,u,1%
CSCCNC(=O)c1ccc(OC2CCN(CCc3ccccc3)CC2)cc1,9%,10%,3%,1%,-25%,5%,-34%,28%,-8%
SMILES,GLP-1R agonist,HT1080-NT tox,HT1080 IDH1KD tx,KB-3-1 cytotox,GLP1R inv ag,TDP-43 yeast inh,KB-V1 cytotox,SW480 rereplic,GLP1R cytotox
CCCCCCCCCCn1c2c(c(=N)c3c1CCC3)CCC2,-31%[inhibitor],1µM*,u,u,u,-92%[inhibitor],-21%,u,u
CCC(CCC(=O)Nc1ccn(-c2ccccc2)n1)C(=O)O (stereo not given),-13%,3%,4%,15%,11%,9%,7%,-17%,1%
O=C(O)c1cc([N+](=O)[O-])c(Sc2nc3ccccc3[nH]2)c([N+](=O)[O-])c1,-4%,-13%,3%,2%,13%,12%,u,u,1%
CSc1ncc(S(=O)(=O)c2ccccc2)c(=O)[nH]1,1%,18%,11%,2%,-11%,2%,5%,0%,-1%
CCOC(=O)CSC1=C(C#N)C(c2ccc(C)o2)CC(=O)N1 (stereo not given),18%,1µM*,0.58µM*,0.58µM*,0.56µM*,22%,u,0.82µM*,-28%
O=C(CCC(=O)N1CCN(c2ccccc2F)CC1)N1CCN(c2ccccc2)CC1,4%,4%,3%,9%,-19%,3%,5%,-43%[inhibitor],-8%
CCOc1ncccc1C(=O)Nc1ccc2c(c1)OCCCO2,20%,-1%,0%,-1%,87%[activator],14%,u,-3%,2%
CCCN(CCC)CCCOC(=O)c1ccc(Cl)cc1Cl,2%,-17%,-12%,10%,u,12%,9%,1%,-5%
Nc1c(/C=C2/C=CC(=O)C(O)=C2)c(=O)nc2sc(CC(=O)N3CCCC3)nn12,2%,-5%,7%,3%,19%,11%,4%,-6%,-8%
Cc1sc(NC(=S)NC(=O)c2cccs2)nc1-c1ccc(C(C)C)cc1,-11%,9%,2%,-15%,0%,-12%,-2%,11%,3%
CCOc1cc(/C=N/NC(N)=O)cc(Br)c1OCc1ccccc1,0%,-22%,-28%,-3%,100%[activator],12%,u,-23%,15%
Cc1c(O)ccc2c(=O)c(Oc3ccccc3)coc12,0%,3%,2%,17%,18%,-1%,0%,23%,3%
CC1=C(C(=O)OC2CCCC2)C(c2ccc(C)o2)C2=C(CC(c3cccs3)CC2=O)N1 (stereo not given),-13%,u,u,-27%,u,u,21µM*,u,0%
O=C(CCN1C(=O)c2cccc3cccc(c23)C1=O)N1CCN(Cc2ccc3c(c2)OCO3)CC1,-9%,5%,6%,-1%,7%,-15%,u,-8%,6%
Cc1ccc(C(=O)c2c3ccc(C(F)(F)F)cc3[n+]([O-])n2CCC(N)=O)cc1,1%,5%,9%,12%,-2%,9%,13%,-20%,0%
COc1ccc(N2C(=O)CSC23C(=O)N(Cc2cccc(C(F)(F)F)c2)c2ccccc23)cc1 (stereo not given),-6%,x,x,-16%,u,u,u,x,1%
O=c1cc(-c2ccccc2)nc(SCc2ccc(Cl)cc2)[nH]1,-9%,2%,7%,3%,10%,-4%,27%,0%,4%
CCN(CC)C(=O)C1=C(C)Nc2nnnn2C1c1cccnc1 (stereo not given),-8%,18%,15%,-7%,-11%,-10%,-4%,2%,-2%
CCN(CC)C(=O)Cn1c(SCC(=O)Nc2ccc(C)c(C)c2)nc2ccccc21,x,x,x,-1%,-27%,11%,-28%,x,0%
O=C(Nc1ccc2c(c1)oc1ccc(S(=O)(=O)N3CCCC3)cc12)C1CC1,9%,u,2%[9.24 µM],u,-1%,-14%,u,0%,-28%
CC(C)n1c(CN2CCN(C)CC2)nc2c1c(=O)n(C)c(=O)n2C,-3%,14%,3%,4%,8%,-2%,13%,-3%,-18%
CCOC(=O)C(=CNc1cscc1S(=O)(=O)C(C)C)C(=O)OCC,13%,12%,12%,20%,47%[activator],-28%,0%,-6%,0%
O=C(c1ccc2c(c1)OCO2)c1ccc[nH]1,3%,5%,6%,-10%,14%,5%,15%,x,u
Cc1ccc(S(=O)(=O)c2c(C)cc(C)nc2N2CCCC2)cc1,0%,-4%,-9%,u,u,-19%,u,3%,-18%
O=C(Cc1nn[nH]n1)NCc1ccccc1Cl,-13%,13%,9%,16%,2%,6%,5%,3%,-12%
COc1ccc(/C=N/NC(=O)CN2CCSCC2)cc1C,-3%,25%,u,2%,-4%,-11%,u,0%,-2%
CC(C)c1ccccc1NC(=O)COC(=O)c1c2c(nc3ccccc13)CCN(Cc1ccccc1)C2,0%,u,u,u,10µM*,5%,u,15%,5%
CN1CCN(c2ccc(CNS(=O)(=O)c3ccsc3)cc2)CC1,0%,16%,9%,-1%,u,5%,2%,-14%,-8%
Cc1ccccc1C(=O)Nc1cccc(OCc2cc(=O)n3c(C)csc3n2)c1,0%,x,x,10%,-11%,17%,-2%,x,-4%
CSc1nc(O)c(Nc2ccccc2)c(=O)[nH]1,0%,12%,3%,-3%,44%[activator],-2%,21%,-1%,2%
